CCR6 antag: CCR6 receptor antagonists, primary screen, cell-based, CHO-K1, luminescence, beta-arrestin, uHTS. inhibition, % at 20 µM. AID 493098, 2011. C-C chemokine receptor type 6 (Homo sapiens), P51684. CHO-K1 CCR6 PathHunter beta-arrestin, CCL20-stimulated. hit rate 0.49% among 340,000;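 active = compounds whose inhibition of the agonist-driven luminescence signal at 20 µM reaches about 50%, limit read from the data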;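 also: cells stimulated with CCL20 at 14 nM final; plate controls were DMSO with CCL20 for no effect and DMSO without agonist for full effect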
EBI2 block: EBI2 receptor antagonists, beta-arrestin recruitment, primary screen, cell-based, luminescence, 7a,25-OHC stimulation, uHTS; inhibition, % at 5 µM; AID 651636, 2012; hit rate 0.81% among 360,000; G-protein coupled receptor 183 (Homo sapiens), P32249; 7a,25-OHC stimulated; in the data active = inhibition above about 38%;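 also: enzyme fragment complementation signal reports receptor beta-arrestin coupling in cells; 0% = agonist plus DMSO wells and 100% = wells without agonist; some results beyond the cut were filed as inactive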
APJ antagonist: antagonists of human apelin receptor APJ, primary screen, CHO-K1 cells, beta-arrestin complementation, luminescence | hit rate 0.32% among 330,000 | P35414 | inhibition, % at 20 µM;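 active = inhibition above about 40% at 20 µM, limit read from the data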;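 also: cells challenged with 10 nM apelin-13 agonist together with compound; plate controls were apelin-13 plus DMSO wells for no effect and DMSO wells lacking apelin-13 for full effect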
CXCR6 block: CXCR6 receptor inhibitors, primary screen, cell-based, beta-arrestin, luminescence, CHO-K1 PathHunter, 1536-well | C-X-C chemokine receptor type 6 (Homo sapiens), O00574 | inhibition, % at 20 µM | hit rate 0.36% among 360,000 | AID 602244, 2012; in the data active = inhibition above about 34%, passing the limit was not always enough;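 also: antagonist mode with CXCL16 agonist at 10 nM final; 0% = 10 nM CXCL16 with DMSO and 100% = unstimulated wells without agonist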
UPR CHOP act: activators of apoptotic CHOP UPR arm, primary screen, cell-based, CHO-CHOP luciferase reporter, luminescence, uHTS; UPR activation; percent of tunicamycin response over DMSO baseline; activation, % at 10 µM; hit rate 0.34% among 330,000; AID 449763, 2010;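 active = at 10 µM dose, activation of 40% or more, normalized to positive control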;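 also: 100% = tunicamycin at 10 µg/mL and 0% = DMSO alone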
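Assay system: CHO-CHOP cells, stable luciferase reporter of PERK-eIF2a-CHOP signalling / Buffer or medium: F12 plus 10% serum / Compound dosing: one dose, 10 µM in 0.5% DMSO / Times: 6 h compound treatment, 37 °C / Technique: luciferase luminescence / Read-out: % reporter activation, DMSO baseline versus tunicamycin full activation / Benchmarks: tunicamycin and DMSO controls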
Mdm2 MdmX PPI: inhibitors of human Mdm2-MdmX association, primary screen, cell-based, luminescence, split luciferase, SaOS-2, uHTS; AID 485346, 2010; inhibition, % at 8 µM; SaOS-2 split-luciferase Mdm2/MdmX complementation; hit rate 3% among 330,000;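 active = inhibition of at least 50% at 8 µM in the primary screen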
Target sequence (O15151 whole entry, looked up): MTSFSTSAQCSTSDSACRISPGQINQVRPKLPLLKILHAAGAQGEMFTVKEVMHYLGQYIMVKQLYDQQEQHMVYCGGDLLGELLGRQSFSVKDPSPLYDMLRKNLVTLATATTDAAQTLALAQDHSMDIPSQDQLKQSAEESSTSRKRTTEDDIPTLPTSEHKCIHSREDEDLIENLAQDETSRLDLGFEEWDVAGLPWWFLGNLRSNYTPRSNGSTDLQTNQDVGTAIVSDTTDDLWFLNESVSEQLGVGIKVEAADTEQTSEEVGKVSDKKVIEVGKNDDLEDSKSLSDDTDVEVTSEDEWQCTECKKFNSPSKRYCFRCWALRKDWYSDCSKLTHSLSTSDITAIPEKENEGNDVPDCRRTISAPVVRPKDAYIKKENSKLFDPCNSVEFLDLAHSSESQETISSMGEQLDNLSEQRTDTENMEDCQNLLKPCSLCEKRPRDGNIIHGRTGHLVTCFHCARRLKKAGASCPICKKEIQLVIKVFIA
Target sequence (Q00987 whole entry, looked up): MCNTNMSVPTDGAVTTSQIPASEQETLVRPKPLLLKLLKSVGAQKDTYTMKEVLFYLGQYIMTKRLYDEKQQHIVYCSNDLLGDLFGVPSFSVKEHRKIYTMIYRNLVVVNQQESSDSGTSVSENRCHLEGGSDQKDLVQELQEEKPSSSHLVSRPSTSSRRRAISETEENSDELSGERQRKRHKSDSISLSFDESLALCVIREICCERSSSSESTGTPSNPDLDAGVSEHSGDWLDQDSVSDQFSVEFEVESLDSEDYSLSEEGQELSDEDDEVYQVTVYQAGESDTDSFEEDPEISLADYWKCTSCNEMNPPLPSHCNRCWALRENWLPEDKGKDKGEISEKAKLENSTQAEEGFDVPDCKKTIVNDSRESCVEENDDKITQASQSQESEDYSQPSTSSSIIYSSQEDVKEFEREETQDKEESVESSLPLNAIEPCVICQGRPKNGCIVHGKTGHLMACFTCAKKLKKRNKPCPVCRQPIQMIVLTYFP
UPR XBP1 act: activators of adaptive XBP1 UPR arm, primary screen, cell-based, CHO-XBP1 luciferase reporter, luminescence, uHTS | IRE1-XBP1 UPR activation; percent of tunicamycin response, DMSO as zero | activation, % at 20 µM | hit rate 0.33% among 330,000;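 active = versus positive control, 20 µM dose yields 30% or more activation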;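 also: 100% = tunicamycin at 10 µg/mL and 0% = DMSO only wells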
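Material – CHO cell line with stable XBP1 luciferase reporter · Buffer or medium – F12 plus 10% FBS · Compound – single point, 20 µM final compound, 1% DMSO · Schedule – 16-18 h cell attachment at 37 °C, then 6 h compound exposure · Signal – Steady-Glo luminescence read · Benchmarks – high control tunicamycin 10 µg/mL final, low control DMSO vehicle only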
tim23-1 inh: growth inhibitors of tim23-1 mutant yeast, primary screen, luminescence, uHTS; hit rate 1.3% among 330,000; inhibition, % at 20 µM; S. cerevisiae tim23-1 growth, BacTiter-Glo luminescence, 24 h; AID 463212, 2010;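 active = growth inhibition of the mutant yeast at or above 50%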;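 also: temperature-sensitive mutant grown at 25 °C; plate controls were DMSO-treated mutant yeast for no effect and medium wells lacking yeast for full effect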
APJ ag: agonists of human apelin receptor APJ, primary screen, CHO-K1 cells, PathHunter beta-arrestin, luminescence; activation, % at 20 µM; P35414; AID 2520, 2010; 0% DMSO wells, 100% apelin; hit rate 0.11% among 330,000;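 active = activation more than six SD over the plate average, tested at 20 µM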;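 also: 0% = DMSO alone and 100% = apelin-13 at 10 nM; some results filed as inactive read as strong as hits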
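assay system = CHO-K1 APJ beta-arrestin complementation cell line | input = cell density 1000 per well | dosing = compound 20 µM once, DMSO 1% | timing = compound 90 min 25 °C, reagent 1 h | measured by = luminescence from split beta-galactosidase complementation, Galacton Star/Emerald II substrate | read-out basis = APJ agonist activity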
* hit, by the source's call; . = no result given.

(1) CC(=O)N1CCc2cc(S(=O)(=O)CCC(=O)O)ccc21
(2) CCC(OC(=O)C(C)N1C(=O)C(=O)c2ccccc21)C(=O)Nc1ccccc1OC (stereo unspecified)
(3) COc1ccc(CCN(C)C(=O)CSc2nccn2C)cc1OC
(4) CCc1ccccc1NC(=O)C1CCCN1C(=O)NCc1ccccc1 (stereo unspecified)
(5) CS(=O)(=O)N1CCc2cc(C(=O)N3CCCCC3)ccc21
Screen / compound no. | 1 | 2 | 3 | 4 | 5
CCR6 antag | -1.7 | 2.4 | 5.5 | 16.7 | 11.6
EBI2 block | -12.7 | -6.7 | -4.9 | -1.9 | -6.2
APJ antagonist | -0.7 | 1.5 | 12.1 | -3.1 | 14.6
CXCR6 block | -8.0 | -1.7 | -11.0 | -0.9 | -8.0
UPR CHOP act | 1.0 | 2.2 | -1.1 | -0.3 | 0.2
Mdm2 MdmX PPI | -6.4 | -5.1 | -10.6 | -2.3 | 26.6
UPR XBP1 act | -1.2 | 3.2 | 1.8 | -3.4 | -2.4
tim23-1 inh | 4.8 | 16.6 | -6.3 | -5.5 | -6.1
APJ ag | -2.0 | -5.0 | -3.0 | 0.8 | 3.0

(6) O=C(O)c1cc(-c2ccc(Cl)cc2)n(-c2ccc(Cl)cc2)n1
(7) O=C1/C(=N/n2cnnc2)c2ccccc2N1Cc1ccccc1
(8) Cn1nc(-c2ccc(Cl)cc2)cc1NC(=O)CCCC(=O)O
(9) CCC(=O)Nc1c2c(nc3c1CCC3)CCCC2
(10) Cc1nn(C)cc1CN1CCCC(C(=O)c2ccc(-c3ccccc3)c(F)c2)C1 (stereo unspecified)
Screen / compound no. | 6 | 7 | 8 | 9 | 10
CCR6 antag | 10.9 | . | -2.8 | 7.8 | -5.3
EBI2 block | -7.1 | . | -3.7 | -7.4 | -22.6
APJ antagonist | -4.8 | 33.4 | -3.2 | 3.7 | 2.8
CXCR6 block | -1.9 | . | 0.1 | 2.4 | -9.1
UPR CHOP act | -1.0 | 5.7 | 0.1 | -0.7 | -1.5
Mdm2 MdmX PPI | -32.6 | 20.5 | 12.0 | -7.8 | -8.5
UPR XBP1 act | -2.4 | 1.1 | -4.3 | 1.6 | 3.9
tim23-1 inh | 17.4 | 34.1 | 12.8 | -2.3 | 11.3
APJ ag | -1.4 | -1.4 | -2.9 | 3.4 | 2.8

The list goes on; it opens with the three that closed the last part.
(8) Cn1nc(-c2ccc(Cl)cc2)cc1NC(=O)CCCC(=O)O
(9) CCC(=O)Nc1c2c(nc3c1CCC3)CCCC2
(10) Cc1nn(C)cc1CN1CCCC(C(=O)c2ccc(-c3ccccc3)c(F)c2)C1 (stereo unspecified)
(11) COc1ccc(C(=O)CSc2nnc(Cn3nnc4ccccc43)n2C)cc1
(12) CCC(NC(=O)CCc1c(C)c2cc3c(-c4ccccc4)coc3cc2oc1=O)C(=O)O (stereo unspecified)
(13) CN(C(=O)CCCN1CCCC1=O)C1CCCN(Cc2ccccc2F)C1 (stereo unspecified)
(14) Cc1nc2nc(Cc3ccccc3)[nH]n2c(=O)c1Cl
(15) Cc1ccc(N(C(C)C(=O)N2CCCC2)S(C)(=O)=O)cc1 (stereo unspecified)
Screen / compound no. | 8 | 9 | 10 | 11 | 12 | 13 | 14 | 15
CCR6 antag | -2.8 | 7.8 | -5.3 | -11.9 | 0.4 | -1.4 | -5.4 | 9.4
EBI2 block | -3.7 | -7.4 | -22.6 | 11.9 | -0.2 | -0.9 | -6.4 | -3.1
APJ antagonist | -3.2 | 3.7 | 2.8 | -13.7 | 15.5 | 5.4 | -8.1 | -10.5
CXCR6 block | 0.1 | 2.4 | -9.1 | -4.5 | -9.4 | 3.7 | 6.4 | -10.8
UPR CHOP act | 0.1 | -0.7 | -1.5 | -2.0 | -1.4 | -1.1 | -0.9 | 2.5
Mdm2 MdmX PPI | 12.0 | -7.8 | -8.5 | 18.8 | -5.4 | 17.8 | 12.2 | -18.0
UPR XBP1 act | -4.3 | 1.6 | 3.9 | 2.3 | 0.6 | -0.8 | -2.9 | -4.5
tim23-1 inh | 12.8 | -2.3 | 11.3 | 9.8 | 23.4 | 0.0 | 9.7 | 6.5
APJ ag | -2.9 | 3.4 | 2.8 | -2.2 | -2.3 | -5.3 | 2.5 | -4.0

(16) CC(=O)NCCC(=O)NCc1ccc(F)cc1
(17) Cc1ccc(S(=O)(=O)c2nc(S(C)(=O)=O)sc2N2CCCCC2C)cc1 (stereo unspecified)
(18) COc1ccc(Nc2nc(CN3CCOCC3)nc3sc4c(c23)CCC(C)C4)cc1OC (stereo unspecified)
(19) CC(C)(C)NC(=O)NC(=O)COC(=O)Cc1c(F)cccc1Cl
(20) O=[N+]([O-])c1ccccc1OCCOc1ccccc1[N+](=O)[O-]
Screen / compound no. | 16 | 17 | 18 | 19 | 20
CCR6 antag | 3.1 | 20.5 | . | 15.8 | 0.1
EBI2 block | -7.5 | -4.0 | . | -0.4 | -9.0
APJ antagonist | 5.6 | -22.6 | 3.9 | -31.7 | -2.9
CXCR6 block | 5.5 | 2.5 | . | 0.0 | 2.9
UPR CHOP act | -1.6 | -1.8 | 0.4 | -0.2 | 3.6
Mdm2 MdmX PPI | -24.2 | 57.3* | 17.2 | 1.3 | -11.3
UPR XBP1 act | -1.9 | -4.9 | -2.5 | -1.7 | 2.9
tim23-1 inh | 11.3 | 43.0 | 28.9 | 23.5 | 7.0
APJ ag | 3.4 | -4.3 | -1.7 | -4.8 | -1.8

(21) Cc1cc(NC(=O)CCC(=O)N(CC(=O)NCC2CCCO2)c2ccc3c(c2)OCCO3)no1 (stereo unspecified)
(22) CNC(=O)Cn1c(C)cc(=O)c2cccc(OC)c21
(23) Cc1ccc2c(C)c(C(=O)Nc3nnc(C)s3)oc2c1
(24) CCOC(=O)N1CCN(C(=O)CSCC(=O)N=c2sc3ccccc3n2C)CC1
(25) O=C(CCCN1C(=O)c2ccccc2C1=O)NCC1CCCO1 (stereo unspecified)
Screen / compound no. | 21 | 22 | 23 | 24 | 25
CCR6 antag | -2.1 | 2.5 | 8.0 | -7.1 | -4.8
EBI2 block | 1.5 | 0.8 | -3.0 | -5.1 | -2.1
APJ antagonist | -7.0 | -3.1 | -1.1 | 1.7 | -8.4
CXCR6 block | -4.8 | 1.9 | -1.4 | -9.1 | -5.6
UPR CHOP act | 1.7 | 1.4 | 2.7 | 1.0 | -2.1
Mdm2 MdmX PPI | -1.1 | 19.7 | -10.7 | 8.8 | -25.8
UPR XBP1 act | 1.8 | -2.5 | -5.7 | -0.8 | -1.6
tim23-1 inh | 3.1 | 6.6 | -5.0 | -4.5 | 6.2
APJ ag | -2.1 | -0.2 | -2.5 | -1.9 | -2.4

Exported with values under each structure: part of the list above.
Values run as follows: CCR6 antag	EBI2 block	APJ antagonist	CXCR6 block	UPR CHOP act	Mdm2 MdmX PPI	UPR XBP1 act	tim23-1 inh	APJ ag
#15 Cc1ccc(N(C(C)C(=O)N2CCCC2)S(C)(=O)=O)cc1 (stereo unspecified)
→ 9.4	-3.1	-10.5	-10.8	2.5	-18.0	-4.5	6.5	-4.0
#5 CS(=O)(=O)N1CCc2cc(C(=O)N3CCCCC3)ccc21
→ 11.6	-6.2	14.6	-8.0	0.2	26.6	-2.4	-6.1	3.0

Assay outcomes deposited in PubChem BioAssay by Sanford-Burnham Center for Chemical Genomics.

Not all compounds are listed; the hit share may differ from the screen's.
